GLS inh: blocks human kidney-isoform glutaminase activity. O94925. GLS enzymatic activity, qHTS titration. Potency, µM (top dose mostly 45.5 µM), for inactives: at the highest dose activity change, negative = inhibition, actives largely listed as inhibitors. actives 0.21% (n = 410,000); further: potency means the concentration at half of the fitted maximal effect; on the % scale 0 is the no-effect control and ±100 the full control effect
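Human kidney-isoform GLS in 45 mM KH2PO4 pH 8.2, 0.02% Tween-20, with compound, started with 1mM L-Glutamine (added stock). Glutamate oxidase/HRP/Amplex red coupled fluorescence read at start and after 30 min at RT.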
Tb PGK inh: inhibitors of T. brucei phosphoglycerate kinase; P07378; PGK/GAPDH coupled, Kinase-Glo luminescence, 60 min; Potency, µM (series often up to 57.5 µM), for inactives: at the top dose activity change, negative = inhibition, hits mostly inhibitors; actives 0.043% (n = 380,000); AID 602233; further: potency means the concentration at half of the fitted maximal effect; on the % scale 0 is the no-effect control and ±100 the full control effect; nearly all actives have a fitted effect of over 60% in size
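Luminescent ATP detection (Kinase-Glo Plus) follows a 60-minute room-temperature incubation, with wells lacking PGK as controls. Buffer: 100 mM TEA (pH 7.6), 5 mM MgCl2, 0.01% Tween-20. Coupling enzyme GAPDH (100 nM final) supplies unstable 1,3-BPG in-well.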
TrxR1 substrate: substrates of rat thioredoxin reductase 1; purified TrxR1 substrate turnover, NADPH consumption readout; actives 0.01% (n = 390,000); Potency, µM (highest dose often 114 µM), for inactives: at the top dose activity change, negative = substrate turnover; AID 588456; O89049; further: potency means the concentration at half of the fitted maximal effect; on the % scale 0 is the no-effect control and ±100 the full control effect; nearly all actives have a fitted effect of over 50% in size
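Rat TrxR1, dispensed at 90 nM, was prereduced with 400 uM NADPH (final) for 5 min at ~22 deg C, then incubated with compound 15 min before 400 uM selenite. A first-read NADPH fluorescence drop versus no-compound background flagged substrates.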
IDH1 R132H inh: inhibitors of human mutant IDH1 R132H | O75874 | IDH1-R132H enzyme, NADPH consumption, diaphorase/resazurin fluorescence | Potency, µM (highest dose often 76.6 µM), without a hit: at the top dose activity change, negative = inhibition, actives largely listed as inhibitors | actives 0.093% (n = 390,000); further: potency means the concentration at half of the fitted maximal effect; on the % scale 0 is the no-effect control and ±100 the full control effect; nearly all actives have a fitted effect of over 65% in size
Target sequence (O75874 whole entry R132H, stated change not applied): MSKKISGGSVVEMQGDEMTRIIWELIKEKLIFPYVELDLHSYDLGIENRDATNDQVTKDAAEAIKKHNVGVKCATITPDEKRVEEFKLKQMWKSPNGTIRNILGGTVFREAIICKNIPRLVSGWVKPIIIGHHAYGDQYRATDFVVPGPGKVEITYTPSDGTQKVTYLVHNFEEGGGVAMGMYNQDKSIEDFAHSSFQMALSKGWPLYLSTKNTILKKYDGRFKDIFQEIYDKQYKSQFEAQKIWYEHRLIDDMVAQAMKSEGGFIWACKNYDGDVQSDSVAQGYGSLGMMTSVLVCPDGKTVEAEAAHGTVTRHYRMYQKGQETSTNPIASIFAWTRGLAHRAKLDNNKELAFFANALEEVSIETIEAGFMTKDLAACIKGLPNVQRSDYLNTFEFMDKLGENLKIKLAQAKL
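IDH1-R132H (0.5 ug/mL) preincubated 30 min with compound, then NADPH (0.016 mM) and alpha-KG (2 mM) added; 80 min at RT, pH 7.5. Remaining NADPH coupled via diaphorase/resazurin to fluorescence (540/590 nm); concentration-response curves normalized to no-enzyme control.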
rTrxR1 inhibitor: blocks rat thioredoxin reductase 1; actives 1% (n = 390,000); O89049; recombinant rTrxR1, NADPH fluorescence consumption, selenite substrate; Potency, µM (highest dose often 114 µM), for inactives: at the highest dose activity change, negative = inhibition, most hits filed as inhibitors; AID 588453; further: potency means the concentration at half of the fitted maximal effect; on the % scale 0 is the no-effect control and ±100 the full control effect; nearly all actives have a fitted effect of over 65% in size
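Rat TrxR1 (90 nM in the dispensed reagent) was pre-reduced with 400 uM NADPH for 5 min at room temperature, then incubated with compound for 15 min. After 400 uM selenite was added, NADPH fluorescence (Ex 340/Em 450 nm) was followed for 8 min.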
Pin1 inh: human Pin1 inhibition. Potency, µM (top dose mostly 115 µM), without a hit: at the highest dose activity, negative = inhibition, actives largely listed as inhibitors. Q13526. actives 0.009% (n = 390,000). Pin1 FP peptide displacement, HiFluor488, 10 min; active means well fitted inhibition curve with a large enough effect in the polarisation, with a control signal flat, not every such curve was filed as active; inconclusive means small, poorly fitted or top-dose-only effect, or effect the other way, or a change in a side signal; inactive means no such curve, though single readings can be large or run the other way; the % refers to the polarisation; further: potency means the concentration at half of the fitted maximal effect; on the % scale 0 is the no-effect control and ±100 the full control effect
Target sequence (Q13526 whole entry, looked up): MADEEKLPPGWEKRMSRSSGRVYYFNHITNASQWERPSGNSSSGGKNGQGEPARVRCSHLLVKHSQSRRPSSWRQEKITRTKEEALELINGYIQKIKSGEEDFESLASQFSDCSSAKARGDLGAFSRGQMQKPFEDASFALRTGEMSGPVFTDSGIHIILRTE
USP1 inh: blocks the human USP1/UAF1 deubiquitinase complex; O94782; recombinant USP1/UAF1, Ub-Rhodamine cleavage fluorescence; Potency, µM (series often up to 57.1 µM), for inactives: at the highest dose activity change, negative = inhibition, usual class: inhibitors; actives 0.23% (n = 390,000); further: potency means the concentration at half of the fitted maximal effect; on the % scale 0 is the no-effect control and ±100 the full control effect; nearly all actives have a fitted effect of over 60% in size; inactives centre near -12
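High-throughput fluorogenic screen: 1nM USP1/UAF1 complex, Ub-Rho substrate 150nM final, 50mM HEPES pH 7.8 with 0.5mM EDTA, 0.1 mg/ml BSA, 1mM TCEP and 0.01% Tween-20.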
HP1b binding inh: HP1-beta chromodomain-methylated histone interaction inhibition; actives 0.56% (n = 390,000); Potency, µM (series often up to 114 µM), without a hit: top-dose activity change, negative = inhibition, most hits filed as inhibitors; AlphaScreen HP1-beta / biotin-H3K9me3 peptide binding; P83916; further: potency means the concentration at half of the fitted maximal effect; nearly all actives have a fitted effect of over 70% in size; inactives centre near 23
Target sequence (P83916 whole entry, looked up): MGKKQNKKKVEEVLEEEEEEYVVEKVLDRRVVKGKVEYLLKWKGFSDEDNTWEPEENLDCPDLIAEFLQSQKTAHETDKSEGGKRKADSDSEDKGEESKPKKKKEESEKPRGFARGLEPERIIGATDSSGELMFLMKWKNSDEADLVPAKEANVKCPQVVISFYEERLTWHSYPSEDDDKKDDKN
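AlphaScreen: HP1-beta (50 nM) preformed 30 min with biotin-H3(1-18)K9me3 peptide (50 nM) in PBS pH 7.4, 0.01% Tween-20. Compound added for 30 min at RT, then streptavidin donor/nickel chelate acceptor beads (10 ug/mL) for 30 min.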
PI4K2A inh: blocks human PI4K2A kinase activity. Q9BTU6. actives 0.13% (n = 420,000). activity change, negative = inhibition, % at 76.9 µM. purified PI4K2A, ADP-Glo luminescence, 1 h; hits give low values. AID 1346378; in the data active means activity change below about -50%; inconclusive means mostly about -30% to -49%;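 further: -100% = wells without enzyme as full effect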
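ADP-Glo luminescence measured ADP generated by PI4K2A enzyme (4 ug/mL before mixing) with 1.2 mM PI substrate (pre-mix) and 300 microM ATP (pre-mix). Tris pH7.5 buffer with MgCl2, Triton X-100; 1 h reaction at ambient temperature.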
Numbers without * were called inactive; i = inactive; ? = inconclusive; / = not tested or not shown; [ ] = another dose, or the depositor's remark. Unless noted, the call rests on the fitted dose curve; in most records, active means well fitted curve in the direction sought with a large enough effect; inconclusive means small, poorly fitted or top-dose-only effect, or another doubt; inactive means no such curve, though single readings can be large; an effect the other way counts as inactive or inconclusive. This is a subset, so the mix of outcomes need not match the whole.

cpd	smiles	GLS inh	Tb PGK inh	TrxR1 substrate	IDH1 R132H inh	rTrxR1 inhibitor
1	CC(C)Cn1[nH]c2c3c(ccc2c1=O)C(=O)c1ccccc1C3=O	8.5%	-11.2%	-4.8%	7.6%	-4.3%
2	COc1ccccc1NC(=O)/C=C/C(=O)O	-2.1%	-4.5%	9.8%	11.2%	16.0%
3	CC(C)(C)c1ccc(C(=O)NCc2ccc(Cl)cc2)cc1	8.0%	-6.2%[11.5 µM]	12.2%	1.9%	38.7%[activator]
4	C(=Cc1cnnc2ccccc12)c1ccccc1	2.9%	2.7%	-4.7%[2.29 µM]	-2.4%	-8.8%[2.29 µM]
5	N#C/C(=C(/O)COC(=O)CSc1ccc2ccccc2c1)c1nc2ccccc2[nH]1	0.5%	i	-3.7%	3.6%	-16.2%
6	CC(C)=CC(=O)OCC(=O)Nc1ccccc1Cl	-6.7%	-8.9%	-7.1%	0.0%	-13.4%
7	CCOC(=O)CC(=O)CSc1nc2ccc(C)cc2cc1C#N	8.3%	/	14.9%[2.29 µM]	-0.1%	-15.3%[57.1 µM]
8	O=C(Nc1cccc(NC(=O)c2cncc(Br)c2)c1)c1cncc(Br)c1	-1.9%	6.1%	7.9%[57.1 µM]	1.4%	8.6%[57.1 µM]
9	Cc1sc2nc(SCC(=O)NCc3ccco3)n(C)c(=O)c2c1C	5.0%	-9.7%	-1.4%	0.8%	-9.9%
10	Cc1ccc(OCCCC(=O)Nc2cc(S(=O)(=O)N3CCOCC3)ccc2N2CCOCC2)cc1	5.6%	-6.0%	-0.8%	-1.5%	3.7%
11	CSc1cccc(NC(=S)Nc2ccc(F)cc2)c1	19.9%	-3.9%	-2.5%	-3.8%	-12.8%
12	CC(C)NC(=O)c1cccc(Br)c1	16.4%	3.4%[11.5 µM]	7.3%	6.6%	18.3%
13	Cc1cc(C)n(-c2nc(SCCN(C)C)c3c4c(sc3n2)CCCC4)n1	-2.0%	4.2%	15.3%[57.1 µM]	3.0%	-3.0%[57.1 µM]
14	COc1ccccc1NC(=S)N(CCCN1CCOCC1)Cc1cn(C)c2ccccc12	-14.6%	-21.4%	5.1%[57.1 µM]	5.2%	12.2%[57.1 µM]
15	Nc1nc2c(s1)CCc1c-2cnn1-c1ccccc1	-8.1%	-10.0%	17.1%	20.9%	?

cpd	Pin1 inh	USP1 inh	HP1b binding inh	PI4K2A inh
1	10.4%	-20.4%	-22.4%	-9.5
2	-0.7%	-10.4%	78.6%[activator]	-16.8
3	-6.0%	?	10.5%	1.2
4	-0.4%	4.2%	5.1%[57 µM]	-6.0
5	?	-19.3%	34.1%	-5.6
6	-8.1%	-0.3%	24.8%	-7.1
7	?	28.2µM*	25.0%	0.0
8	20.6%	0.1%	44.3%[activator]	1.1
9	-1.0%	-26.5%	17.5%	2.4
10	-0.6%	2.7%	0.8%	2.8
11	2.8%	-15.2%	-3.9%	-5.1
12	0.7%	?	16.4%	-0.3
13	2.7%	-17.0%	2.4%	6.4
14	-4.8%	?	-7.2%	0.4
15	-10.0%	?	11.2µM*	-17.0

New compounds follow.
cpd	smiles	GLS inh	Tb PGK inh	TrxR1 substrate	IDH1 R132H inh	rTrxR1 inhibitor
16	COc1ccc(NC(=O)c2cccnc2NCCc2ccccc2)cc1	1.4%	-8.1%	-17.3%	2.1%	-15.5%
17	CCOc1cc(C(=O)Nc2ccc(S(=O)(=O)N3CCOCC3)cc2)cc(OCC)c1OCC	-7.1%	-10.0%	-12.0%	3.3%	-7.3%
18	COc1ccccc1N1CCN(C(=O)CCc2c(C)nn(-c3ccc(N4CCCC4)nn3)c2C)CC1	3.9%	-4.1%	7.2%[57.1 µM]	14.1%	20.3%[57.1 µM]
19	Nc1nc2n(n1)C(c1cccc(Br)c1)CC(c1ccccc1)N2 (centres undefined)	13.8%	4.9%	7.6%[57.1 µM]	7.0%	0.9%[57.1 µM]
20	CCN(CC)CC(=O)NC12CC3CC(CC(C3)C1)C2	7.0%	-2.8%	-7.9%	3.3%	-2.9%
21	O=C(CSc1ccccc1C(=O)N1CCN(c2ccc([N+](=O)[O-])cc2)CC1)N1CCCC1	1.0%	0.7%	1.7%	-2.5%	7.8%
22	COc1ccc(C(=O)Nc2ccc(C(=O)N3CCCC3)cc2)cc1[N+](=O)[O-]	6.3%	2.3%	-13.3%	3.1%	-19.6%
23	CCOc1ccccc1C1c2cc3c(cc2OC(C)(N2CCCC2)C1C)OCO3 (centres undefined)	-0.8%	i	9.1%	9.5%	7.6%
24	Cc1ccc2c(c1)N(S(=O)(=O)c1ccc(CN3C(=O)c4cccnc4C3=O)cc1)CCO2	-3.5%	3.1%	0.2%	-1.0%	18.1%
25	COc1ccc(C(=O)OCC(=O)Nc2cc(C)on2)cc1F	-2.9%	-12.1%	/	11.7%	/
26	Cc1sc(-c2ccncc2)nc1OC(=O)c1ccc(F)cc1F	2.7%	-9.3%	7.5%[57.1 µM]	1.1%	18.0%[57.1 µM]
27	CC(C)CC(NC(=O)C1CCC(=O)N1)C(=O)NC(CC(C)C)C(=O)N1CCCC1C(N)=O (centres undefined)	-1.2%	-0.8%	15.1%	7.9%	53.4%[2.29 µM]

cpd	Pin1 inh	USP1 inh	HP1b binding inh	PI4K2A inh
16	?	-14.9%	65.4%[activator]	2.4
17	-1.4%	-7.5%	42.5%[activator]	-14.7
18	0.2%	-11.5%	80.6%[activator]	-7.7
19	1.9%	-7.1%	41.3%[activator]	-0.1
20	1.6%	-2.3%	22.3%	3.4
21	-0.8%	-12.4%	11.2%	0.7
22	-3.5%	-4.4%	12.0%	0.3
23	-13.6%	-6.0%	24.3%	7.9
24	6.8%	-28.5%	16.8%	-1.6
25	/	-25.0%	/	0.2
26	-15.2%	-10.2%	26.0%	4.6
27	-1.0%	-13.9%	16.1%	-0.3

Ordered by formula weight (rising): part of the list above
cpd	smiles	GLS inh	Tb PGK inh	TrxR1 substrate	IDH1 R132H inh	rTrxR1 inhibitor
20	CCN(CC)CC(=O)NC12CC3CC(CC(C3)C1)C2	7.0%	-2.8%	-7.9%	3.3%	-2.9%
25	COc1ccc(C(=O)OCC(=O)Nc2cc(C)on2)cc1F	-2.9%	-12.1%	/	11.7%	/
23	CCOc1ccccc1C1c2cc3c(cc2OC(C)(N2CCCC2)C1C)OCO3 (centres undefined)	-0.8%	i	9.1%	9.5%	7.6%
24	Cc1ccc2c(c1)N(S(=O)(=O)c1ccc(CN3C(=O)c4cccnc4C3=O)cc1)CCO2	-3.5%	3.1%	0.2%	-1.0%	18.1%
27	CC(C)CC(NC(=O)C1CCC(=O)N1)C(=O)NC(CC(C)C)C(=O)N1CCCC1C(N)=O (centres undefined)	-1.2%	-0.8%	15.1%	7.9%	53.4%[2.29 µM]
21	O=C(CSc1ccccc1C(=O)N1CCN(c2ccc([N+](=O)[O-])cc2)CC1)N1CCCC1	1.0%	0.7%	1.7%	-2.5%	7.8%
17	CCOc1cc(C(=O)Nc2ccc(S(=O)(=O)N3CCOCC3)cc2)cc(OCC)c1OCC	-7.1%	-10.0%	-12.0%	3.3%	-7.3%
18	COc1ccccc1N1CCN(C(=O)CCc2c(C)nn(-c3ccc(N4CCCC4)nn3)c2C)CC1	3.9%	-4.1%	7.2%[57.1 µM]	14.1%	20.3%[57.1 µM]

cpd	Pin1 inh	USP1 inh	HP1b binding inh	PI4K2A inh
20	1.6%	-2.3%	22.3%	3.4
25	/	-25.0%	/	0.2
23	-13.6%	-6.0%	24.3%	7.9
24	6.8%	-28.5%	16.8%	-1.6
27	-1.0%	-13.9%	16.1%	-0.3
21	-0.8%	-12.4%	11.2%	0.7
17	-1.4%	-7.5%	42.5%[activator]	-14.7
18	0.2%	-11.5%	80.6%[activator]	-7.7

Assay outcomes: PubChem, National Center for Advancing Translational Sciences (NCATS)
